hIAP block: human IAP inhibition; P09923; purified IAP, CDP-Star luminescence, 30 min; inhibition, % at 10 µM; 330,000 compounds, 0.12% hits; AID 2544;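 active = inhibition reaching a set limit with compound at 10 µM in the primary screen, cut at about 35% in these data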;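 note: plate controls were DMSO wells with enzyme for no effect and no-enzyme buffer wells for full effect; values of inactives mirror those of a sister screen read the other way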
Target sequence (P09923 whole entry, looked up): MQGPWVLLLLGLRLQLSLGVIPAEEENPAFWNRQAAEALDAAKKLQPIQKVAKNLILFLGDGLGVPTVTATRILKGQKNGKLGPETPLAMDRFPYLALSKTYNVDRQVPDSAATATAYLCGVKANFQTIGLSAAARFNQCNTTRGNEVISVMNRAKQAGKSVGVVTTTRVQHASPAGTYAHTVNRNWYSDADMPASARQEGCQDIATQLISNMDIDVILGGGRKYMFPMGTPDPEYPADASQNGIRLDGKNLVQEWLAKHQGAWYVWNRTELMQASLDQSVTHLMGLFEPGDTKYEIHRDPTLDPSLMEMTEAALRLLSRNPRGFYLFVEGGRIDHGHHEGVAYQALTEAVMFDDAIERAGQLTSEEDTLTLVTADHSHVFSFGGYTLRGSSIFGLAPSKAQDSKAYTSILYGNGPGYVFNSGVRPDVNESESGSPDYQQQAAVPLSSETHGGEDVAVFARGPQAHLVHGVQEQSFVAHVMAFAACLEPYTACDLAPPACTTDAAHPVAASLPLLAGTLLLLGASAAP
NR3A LBD binder: NR3A (human) ligand-binding domain modulation; NR3A LBD differential scanning fluorimetry, Tm shift; 0% = protein alone, 100% = glycine-bound protein; Tm shift relative to glycine control, % at 25 µM; 340,000 compounds, 2.5% hits; AID 1259313;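 active = melting temperature shift of at least 10% of the positive control shift, at one fixed dose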
beta cell repl: induces beta-cell replication in MIN6 cells; MIN6 cells proliferation, ATPlite luminescence, 48 h; cells starved in 0.2% serum; 100% = growth in 10% serum; proliferation, % at 10 µM; 330,000 compounds, 0.29% hits; AID 2380;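 active = compounds whose signal lies at least 3.5 SD above the mean of all wells on their plate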;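 note: 0% = DMSO-treated cells in low-serum medium and 100% = 10% serum control; some compounds called inactive have numbers as strong as hits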
APOBEC3A inh: inhibitors of human APOBEC3A DNA deaminase. P31941. recombinant A3A, FAM/TAMRA ssDNA deamination fluorescence. inhibition, % at 20 µM. 330,000 compounds, 0.41% hits. AID 493011;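 active = at least 40% inhibition at 20 µM here, with at most 30% in a related deaminase screen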;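 note: plate controls were A3A with DMSO for no effect and wells lacking A3A enzyme for full effect; some results filed as inactive read as strong as hits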
MPTP block: permeability transition pore inhibition. isolated mouse mitochondria, Ca2+ swelling absorbance, 30 min. inhibition, % at 10 µM. 360,000 compounds, 1.4% hits;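 active = inhibition of 50% or more, scaled per plate between neutral and stimulator controls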;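 note: 0% = DMSO wells given calcium and 100% = 1 mM EGTA wells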
hIAP act: increases human intestinal alkaline phosphatase activity | purified human IAP, CDP-Star luminescence, 30 min; hits give high values; 1 = vehicle-only enzyme, 0 = enzyme-free background | activation factor at 10 µM | 330,000 compounds, 0.16% hits | AID 2524;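 active = activation factor of the enzyme at least 2-fold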; note: the source names both 10 and 20 µM as test concentration; values of inactives mirror those of a sister screen read the other way
mIAP block: mouse IAP inhibition. purified mouse IAP, CDP-Star luminescence, 30 min. inhibition, % at 10 µM. 330,000 compounds, 0.2% hits. AID 2806;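 active = inhibition of at least 40% at 10 µM in the primary screen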;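 note: plate controls were DMSO with enzyme for no effect and no enzyme wells for full effect; values of inactives mirror those of a sister screen read the other way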
APOBEC3G inh: inhibitors of human APOBEC3G DNA deaminase; 330,000 compounds, 0.28% hits; inhibition, % at 20 µM; recombinant A3G, ssDNA deamination FAM/TAMRA fluorescence; Q9HC16;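 active = inhibition of at least 40% at 20 µM, with no more than 30% in the related APOBEC3A deaminase screen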;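 note: plate controls were DMSO wells with A3G for no effect and wells lacking A3G enzyme for full effect; some compounds called inactive have numbers as strong as hits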
Target sequence (Q9HC16 whole entry, looked up): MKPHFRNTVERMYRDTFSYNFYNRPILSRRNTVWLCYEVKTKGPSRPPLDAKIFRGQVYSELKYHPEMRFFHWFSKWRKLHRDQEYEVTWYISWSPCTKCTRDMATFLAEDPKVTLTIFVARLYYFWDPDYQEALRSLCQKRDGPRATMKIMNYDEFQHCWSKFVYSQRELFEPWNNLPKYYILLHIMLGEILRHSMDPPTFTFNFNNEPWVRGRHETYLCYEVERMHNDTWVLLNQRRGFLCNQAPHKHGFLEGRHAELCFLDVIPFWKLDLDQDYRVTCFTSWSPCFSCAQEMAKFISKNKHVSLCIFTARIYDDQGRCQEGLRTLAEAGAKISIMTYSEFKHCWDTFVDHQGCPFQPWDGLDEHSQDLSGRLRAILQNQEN
mIAP act: increases mouse intestinal alkaline phosphatase activity; muIAP, CDP-Star luminescence, 30 min; hits give high values; 1 = vehicle-only enzyme signal, 0 = enzyme-free wells; activation factor at 10 µM; 330,000 compounds, 0.24% hits; AID 2805;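 active = activation factor of at least 2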; note: the source names both 10 and 20 µM as test concentration; values of inactives mirror those of a sister screen read the other way
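also added = chemiluminescent substrate CDP-Star | test system = mouse IAP enzyme | signal = chemiluminescence readout | compound = DMSO-dissolved test compounds | incubation = 30 min at room temperature | benchmarks = DMSO wells, no-enzyme wells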
Numbers without * were called inactive; · = not tested or not shown; & = joins results of further samples.

item	SMILES	hIAP block	NR3A LBD binder	beta cell repl	APOBEC3A inh	MPTP block
1	O=C1C2(CCCC13COC(c1ccc(O)cc1)OC3)COC(c1ccc(O)cc1)OC2 (centres undefined)	0	26*	-1	2	·
2	O=C(Nc1ccc2c(c1)OCCO2)c1cccc(C(=O)Nc2ccc3c(c2)OCCO3)c1	-4	-11	2	-4	-0.1
3	Cc1cccc(N2C(=O)CC(N3CCN(c4ccc(Cl)cc4)CC3)C2=O)c1 (centres undefined)	-7	1	-3	-7	4.6
4	CC(=O)c1ccc(N2CCN(C(=O)CCCn3c(=O)[nH]c4ccc(Br)cc4c3=O)CC2)cc1	-26	-2	-3	-4	7.9
5	CC(C)c1ccc2[nH]c3c(c2c1)CCCC3=O	1	-1	2	-9	0.1
6	N#C/C(=C(/O)CN1CCN(c2ccccc2F)CC1)c1nc(-c2ccccc2)cs1	0	-1	-4	-6	15
7	COCCC(=O)N1CCC(Oc2ccc(C(=O)NCc3ncc(C)[nH]3)cc2)CC1	-4	-1	-1	2	-0.4
8	Cc1ccc(-c2nnn(CC(=O)N(c3ccc(F)cc3)C(C(=O)NC3CCCC3)c3ccco3)n2)o1 (centres undefined)	-24	-1	-4	3	-2.9
9	COCC(=O)N(Cc1cc2ccc(C)c(C)c2n2nnnc12)C1CCCC1	-10	4	1	-2	-2.8
10	CC(=O)NCc1ccc(S(=O)(=O)N2CCN(c3ccccn3)CC2)cc1	5	-2	-2	2	-1.1
11	Cc1ccc(C(C(=O)NCC2CCCO2)N(C(=O)c2snc(C(N)=O)c2N)c2ccc3c(c2)OCCO3)cc1 (centres undefined)	-2	-1	0	0	2.5
12	Cc1ncoc1C(=O)N1CCc2c([nH]c3ccccc23)C1c1ccccc1F (centres undefined)	-9	2	-3	-3	0.6
13	COc1ccc(O)c(CN2CCCC(N3CCN(c4ccc(F)cc4)CC3)C2)c1 (centres undefined)	-8	1	-1	1	-0.1
14	CC(C)[C@]1(c2ccccc2)ON(c2ccccc2C(F)(F)F)C1=O	5	·	-2	-2	·
15	Cc1ccc(/C=C/C(=O)OCC(=O)NCc2ccccc2)o1	-10	-1	-1	-1	0.1

item	hIAP act	mIAP block	APOBEC3G inh	mIAP act
1	1	6	-2	0.94
2	1	-3	-8	1
3	1.1	7	-7	0.93
4	1.3	-9	-8	1.1
5	0.99	-14	-7	1.1
6	1	-2	-9	1
7	1	-10	-8	1.1
8	1.2	-2	0	1
9	1.1	-8	-3	1.1
10	0.95	6	-6	0.94
11	1	-2	-2	1
12	1.1	-5	-8	1
13	1.1	-5	-1	1
14	0.95	8	-7	0.92
15	1.1	-3	-5	1

(continued)
item	SMILES	hIAP block	NR3A LBD binder	beta cell repl	APOBEC3A inh	MPTP block
16	COc1nc(-c2ccc3c(c2)OCO3)n(-c2ccc(NC(=O)CSc3ccccc3)cc2)n1	16	-15	-4	-2	0.4
17	O=C1Nc2ccccc2C1=Nc1ccc(-c2nnc3n2CCCCC3)cc1	-13	0&0	-3	-2	-2.0&2.7
18	COc1ccc(CCNC(=S)N2CCN(S(=O)(=O)c3ccc(F)cc3)CC2)cc1	-4	5	-2	-6	-2.2
19	Cc1ccc(S(=O)(=O)N2CCCN(C(=O)c3cc4ccccc4[nH]3)CC2)cc1	0	-2	0	2	-1.1
20	CCN(CC)CCn1c(C)nc2ccccc21	-3	1	1	0	-0.5
21	Cc1nn(Cc2ccc(Cl)cc2Cl)c(C)c1NC(=O)c1sc2ccccc2c1Cl	1	0	0	3	7.6
22	CSc1ccc(/C=N/n2c(C)nc3ccccc3c2=O)cc1	1	1	0	-1	-1.2
23	CC(OC(=O)c1ccncc1)C(=O)Nc1cccc([N+](=O)[O-])c1 (centres undefined)	11	-2	-4	1	-2.2
24	COc1ccc(-c2csc(NC(=O)CCCc3nc4ccccc4c(=O)[nH]3)n2)cc1OC	-3	2	0	25	-0.2
25	CC(Oc1ccc(Cl)cc1Cl)C(=O)NCCCn1ccnc1 (centres undefined)	1	1	3	-7	0.8
26	O=C(CCNS(=O)(=O)c1ccc(Br)cc1)NCCc1ccc(Cl)cc1	-16	-6	-2	-5	-1.8
27	Cc1ccc(NC(=O)CCNS(=O)(=O)c2ccc3[nH]c(=O)oc3c2)cc1N(C)C	-12	4	7	-4	-0.4
28	NC(=O)c1ccc(-n2nnnc2SCC(=O)Nc2ccccc2)cc1	6	-1	-4	-5	-0.7
29	Cc1ccsc1C(=O)OCC(=O)Nc1cccc(F)c1	-2	1	1	-3	-1.0
30	CC1CCC2(CC1)NC(=O)N(CC(=O)N1CCN(C(=O)c3ccco3)CC1)C2=O (centres undefined)	16	2	-5	10	-0.4

item	hIAP act	mIAP block	APOBEC3G inh	mIAP act
16	0.84	-24	-11	1.2
17	1.1	7	-3	0.93
18	1	-4	-2	1
19	1	-9	2	1.1
20	1	-10	18	1.1
21	0.99	4	-1	0.96
22	0.99	2	-1	0.97
23	0.89	-9	-8	1.1
24	1	-1	-2	1
25	0.99	22	-2	0.78
26	1.2	-2	-8	1
27	1.1	28	-5	0.72
28	0.94	-7	0	1.1
29	1	-7	-9	1.1
30	0.84	-8	14	1.1

Profiles as entered above. Order of screens: hIAP block	NR3A LBD binder	beta cell repl	APOBEC3A inh	MPTP block	hIAP act	mIAP block	APOBEC3G inh	mIAP act
Cc1nn(Cc2ccc(Cl)cc2Cl)c(C)c1NC(=O)c1sc2ccccc2c1Cl as listed: 1	0	0	3	7.6	0.99	4	-1	0.96
O=C(CCNS(=O)(=O)c1ccc(Br)cc1)NCCc1ccc(Cl)cc1 as listed: -16	-6	-2	-5	-1.8	1.2	-2	-8	1
COc1ccc(-c2csc(NC(=O)CCCc3nc4ccccc4c(=O)[nH]3)n2)cc1OC as listed: -3	2	0	25	-0.2	1	-1	-2	1
CC(Oc1ccc(Cl)cc1Cl)C(=O)NCCCn1ccnc1 (centres undefined) as listed: 1	1	3	-7	0.8	0.99	22	-2	0.78
CSc1ccc(/C=N/n2c(C)nc3ccccc3c2=O)cc1 as listed: 1	1	0	-1	-1.2	0.99	2	-1	0.97

Going on with the list:
item	SMILES	hIAP block	NR3A LBD binder	beta cell repl	APOBEC3A inh	MPTP block
31	O=C(NCCc1cnc[nH]1)c1cccs1	-51	4	-3	-2	0.2
32	COc1ccc(-c2cc(C(=O)Nc3cc(C)on3)no2)cc1OC	1	1	-3	5	3.3
33	C/C(Cn1nnc([N+](=O)[O-])n1)=N\NC(=O)c1ccc(O)cc1	-3	0	-1	0	-0.8
34	Cc1onc(-c2ccccc2)c1C(O)c1ccc(F)cc1 (centres undefined)	14	0	10*	2	1.9
35	COc1ccccc1C(=O)NC(=O)COC(=O)CCOc1cc(C)ccc1C	-4	-5	-4	2	-1.2
36	COc1ccccc1CCC(=O)OCC(=O)NC1CCCC1	4	-1	4	4	-1.6
37	Cc1nn(C)c(C)c1CCC(=O)O	-12	0	-1	-2	-1.4
38	O=C(O)CSc1nnc(COc2ccccc2)n1-c1ccccc1	-8	0	-2	-3	-0.3
39	CCOc1ccc(-n2c(O)c(/C=N/Nc3nnc(C)c(=O)[nH]3)c3ccccc3c2=O)cc1	-45	-8	-2	-1	1.7
40	O=C(COC(=O)c1ccccn1)Nc1ncc(C(F)(F)F)cc1Cl	-1	-1	0	-1	-1.1
41	CCCCn1c(NCCN(C)C)nc2c1c(=O)[nH]c(=O)n2C	-40	1	-1	-3	1.0
42	Nc1nc(N)nc(-c2ccc(Oc3ccccc3)cc2)n1	0	0	0	2	-2.6
43	O=C(O)Cc1ccc(NS(=O)(=O)c2ccccc2Br)cc1	-15	2	-3	-6	1.9
44	O=C(Nc1ccc(F)c(F)c1)c1ccccc1	-5	-11	-8	-2	0.0
45	COc1ccc(C2/C(=C(/O)c3ccccc3)C(=O)C(=O)N2C)cc1OC (centres undefined)	6	2	0	0	1.4

item	hIAP act	mIAP block	APOBEC3G inh	mIAP act
31	1.5	-6	-4	1.1
32	0.99	-2	-3	1
33	1	-2	-5	1
34	0.86	-9	2	1.1
35	1	3	-3	0.97
36	0.96	2	-7	0.98
37	1.1	-3	-5	1
38	1.1	2	-7	0.98
39	1.4	5	8	0.95
40	1	-3	1	1
41	1.4	-3	0	1
42	1	-1	-6	1
43	1.1	-9	-9	1.1
44	1	-12	-7	1.1
45	0.94	2	1	0.98

Later entries.
item	SMILES	hIAP block	NR3A LBD binder	beta cell repl	APOBEC3A inh	MPTP block
46	Cc1cc2c(NC(=O)CC(C)(C)CC(=O)O)cccc2nn1	-8	1	2	17	0.4
47	Cc1cc([N+](=O)[O-])ccc1NC(=O)CSc1nncn1-c1ccccn1	5	0	2	-2	-0.9
48	O=C(Nc1cccc2ccccc12)C12CC3CC(C1)CC(n1cnc([N+](=O)[O-])n1)(C3)C2	-11	7	2	-1	-1.9
49	CCOc1ccc(NC(=O)c2ccc(N3CC4CC(C3)c3cccc(=O)n3C4)c(NC(=O)CCN3CCOCC3)c2)cc1 (centres undefined)	-7	-1	3	-5	-0.1
50	C[C@]12C=CC(=O)C=C1CC[C@@H]1C2C(O)C[C@@]2(C)C1CC[C@]2(O)C(=O)COC(=O)CCC(=O)NC(CC(=O)O)C(=O)O (some centres undefined)	-2	-1	-4	-2	-0.2
51	CCCCCn1c(=O)c2ccccc2n2c(CCl)nnc12	12	1	-5	2	-0.7
52	CN(C)S(=O)(=O)c1ccc(NC(=O)CSc2ncnc3ccccc23)cc1	5	-9	1	10	1.2
53	NC(=O)c1cc2cc(Cl)ccc2o/c1=N/NC(=O)c1cccs1	10	0	2	5	1.3
54	CC(C)OC(=O)C1C(=O)CC(C)(O)C(C(=O)OC(C)C)C1c1cccc(O)c1 (centres undefined)	21	0	2	-2	3.1
55	CC(C)CCNC(=O)CCn1c(=S)oc2ccccc21	18	0	0	-6	1.8
56	COc1ccc(C(Nc2ccccn2)c2c(NC(=O)c3ccco3)sc(C)c2C)cc1 (centres undefined)	-10	-2	-5	-2	4.7
57	COc1ccc(-c2csc3nc[nH]c(=O)c23)cc1	29	-1	4	-4	-2.3
58	COc1ccc(C(C#N)Nc2ccccc2OC)cc1 (centres undefined)	-6	1	-2	-3	-5.1
59	Cc1cc(SCC(=O)NN)c2cc(Br)ccc2n1	-19	-8	-6	-7	2.0
60	CCc1nc(SCC(=O)N2CCCCCC2)c2c(=O)n(C)c(=O)n(C)c2n1	10	0	-1	-3	0.5
61	CCSc1ccccc1C(=O)Nc1nc2ccccc2c(=O)[nH]1	7	-3	-2	4	-1.0

item	hIAP act	mIAP block	APOBEC3G inh	mIAP act
46	1.1	11	17	0.89
47	0.95	-2	-5	1
48	1.1	-2	-4	1
49	1.1	7	-6	0.93
50	1	6	-10	0.94
51	0.88	3	-4	0.97
52	0.95	15	-4	0.85
53	0.9	6	3	0.94
54	0.79	20	-5	0.81
55	0.82	3	-8	0.97
56	1.1	-16	-1	1.2
57	0.71	8	-6	0.92
58	1.1	-2	-4	1
59	1.2	13	-5	0.87
60	0.9	11	-6	0.89
61	0.93	4	-5	0.96
